Screens: PubChem BioAssay, National Center for Advancing Translational Sciences (NCATS)
Rab9 promoter act – activators of Rab9 promoter; Huh7 Rab9 promoter-luciferase reporter, luminescence, 24 h; AID 485297; actives 2.8% (n = 320,000); Potency, µM (doses to about 9.22 µM), inactives show at the top dose activation, negative = inhibition, most hits filed as activators; note: potency is the fitted concentration of half-maximal effect; % of control where 0% means no effect; nearly all actives have a fitted effect of over 60% in size
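Cell-based reporter: Huh7 stable for Rab9 promoter-driven luciferase, plated in reduced-serum medium with 10% FBS at 1500 cells/well, compound-treated 24 h at 37 °C, luminescence read after 10 min reagent.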
TRPV1 ag – agonists of human vanilloid receptor 1 (TRPV1); Q8NER1; TRPV1-expressing cells, Fluo-8 calcium influx, agonist mode; activation, % at 8.33 µM; actives 0.19% (n = 320,000); in the data active = activation above about 80%; inconclusive = between about 30% and that limit; note: 0% is about no effect
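Fluo-8 calcium influx in TRPV1-expressing cells, kinetic read (ex 480/em 520 nm). Compound added and read 3 min for agonist activity, followed by capsaicin at EC20 final and 2 min further read for enhancement.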
p53 reactivator – re-activators of mutant p53; H1299 p53-A138V BP100-luciferase reporter, luminescence, 24 h; Potency, µM (top dose mostly 92.2 µM), without a hit: top-dose activity change, positive = activation, most hits filed as activators; actives 0.063% (n = 320,000); AID 504706; note: potency is the fitted concentration of half-maximal effect; % of control where 0% means no effect; nearly all actives have a fitted effect of over 45% in size
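H1299 (p53-null), stable ts p53-A138V + BP100-Luc; 1000 cells/well, Opti-MEM/10% FBS; cpd 4 pt, 1:5; 24 h, 37 deg C, 5% CO2; detection reagent 10 min RT; luminescence.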
RORg inh – ROR gamma (mouse) transcription inhibition; Drosophila S2 Gal4-RORgamma UAS-luciferase reporter, 20 h; Potency, µM (titrated, usually from 53.6 µM), without a hit: top-dose activity change, negative = inhibition, actives largely listed as inhibitors; actives 5.4% (n = 310,000); note: potency is the fitted concentration of half-maximal effect; % is set by controls: 0 for no effect and ±100 for the full control effect; nearly all actives have a fitted effect of over 60% in size
Target sequence (P51450 whole entry, looked up, the tested form may be a part): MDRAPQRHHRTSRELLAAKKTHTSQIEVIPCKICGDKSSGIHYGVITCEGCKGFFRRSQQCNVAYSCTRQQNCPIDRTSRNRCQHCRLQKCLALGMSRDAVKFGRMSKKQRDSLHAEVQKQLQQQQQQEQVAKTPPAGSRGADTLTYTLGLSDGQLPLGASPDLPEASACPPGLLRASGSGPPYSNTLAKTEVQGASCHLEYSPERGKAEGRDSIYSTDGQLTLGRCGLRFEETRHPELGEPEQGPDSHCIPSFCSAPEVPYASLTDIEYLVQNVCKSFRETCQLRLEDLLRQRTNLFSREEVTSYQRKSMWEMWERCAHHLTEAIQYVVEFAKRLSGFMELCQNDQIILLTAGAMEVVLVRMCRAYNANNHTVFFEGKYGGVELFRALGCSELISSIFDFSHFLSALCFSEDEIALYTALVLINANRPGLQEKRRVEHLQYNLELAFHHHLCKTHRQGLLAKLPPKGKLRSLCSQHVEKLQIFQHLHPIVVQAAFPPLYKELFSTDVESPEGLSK
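ROR gamma transcriptional activity was tracked as Gal4-UAS luciferase output in stably transfected Drosophila Schneider cells, with compound added 1 hr before 700 uM copper sulfate induction and a 20 hr ambient-temperature incubation.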
VP16 counter – inhibits Gal4-VP16 luciferase reporter, ROR gamma counter-screen; Drosophila S2 Gal4-VP16 UAS-luciferase, luminescence, 20 h; Potency, µM (top dose mostly 53.6 µM), for inactives: at the top dose activity, negative = inhibition, hits mostly inhibitors; actives 3.5% (n = 310,000); AID 2546;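 note: Gal4-VP16 expression switched on by copper sulfate through the metallothionein promoter; potency is the fitted concentration of half-maximal effect; % is set by controls: 0 for no effect and ±100 for the full control effect; nearly all actives have a fitted effect of over 50% in size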
ELG1 genotoxic – genotoxicity induction in ELG1-luciferase HEK293T cells. HEK293T ELG1-luciferase reporter, luminescence, 16 h. Potency, µM (series often up to 46 µM), for inactives: at the top dose activity change, positive = activation, hits mostly activators. actives 1.3% (n = 330,000); note: potency is the fitted concentration of half-maximal effect; % of control where 0% means no effect; nearly all actives have a fitted effect of over 60% in size
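16 hr compound incubation (37 °C, 5% CO2) of HEK293T cells carrying luciferase-tagged ELG1; luciferase then measured by ONE-Glo luminescence after 30 min at RT.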
BRCA1 expr up – activators of BRCA1 expression. MCF7-BRCA1-FFLuc reporter, luminescence, 48 h; response scale: scaled: vehicle 0%, 10 µM genistein 100%. AID 624202. actives 1.1% (n = 380,000). Potency, µM (top dose mostly 46.1 µM), for the others: at the highest dose activation, actives largely listed as activators; note: potency is the fitted concentration of half-maximal effect; nearly all actives have a fitted effect of over 80% in size; some results filed as inactive show a strong effect at the top dose
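MCF7-BRCA1-FFLuc cells, 2000/well in phenol-red-free MEM, attached 2 h then treated 48 h at 37 C. Luciferase luminescence read 15 min after reagent; normalized to genistein maximum activation (10microM) and DMSO, concentration-response fitted.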
Tb PFK block – T. brucei PFK enzyme inhibition. T. brucei PFK, ADP-Glo luminescence. O15648. Potency, µM (highest dose often 57.5 µM), for the others: at the highest dose activity, negative = inhibition, usual class: inhibitors. AID 485367. actives 0.17% (n = 330,000);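 note: potency is the fitted concentration of half-maximal effect; 0% = uninhibited 1x PFK enzyme wells and -100% = no-enzyme wells; nearly all actives have a fitted effect of over 60% in size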
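ADP-Glo luminescence quantified ADP after 45 min at room temperature, with 1.25 nM T. brucei PFK, 0.1 mM ATP and 0.5 mM fructose-6-phosphate in pH 8.0 TEA buffer. qHTS titrations up to 57 µM; curves classified by quality.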
ELG1 repair inh – blocks ELG1-dependent DNA repair in HEK293T cells; HEK293T ELG1-luciferase reporter, luminescence, 16 h; DNA damage induced by 5-fluorouridine; Potency, µM (top dose mostly 46.1 µM), for inactives: at the highest dose activity change, negative = inhibition, most hits filed as inhibitors; actives 2.3% (n = 330,000); AID 504467; note: potency is the fitted concentration of half-maximal effect; % is set by controls: 0 for no effect and ±100 for the full control effect; nearly all actives have a fitted effect of over 55% in size
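Quantitative HTS, concentration-response format. 2,000 cells/well co-treated with 5-fluorouridine and compound, 16 hr in 5% CO2 at 37 °C; ONE-Glo luminescence read after 30 min.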
FLuc counter – firefly luciferase modulation, counter-screen for miR-21 project; P08659; purified FLuc, Km substrates, luminescence inhibition; Potency, µM (top dose mostly 57.5 µM), inactives show at the top dose activity change, negative = inhibition, most hits filed as inhibitors; actives 6.9% (n = 360,000); AID 588342;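 note: potency is the fitted concentration of half-maximal effect; plate controls were vehicle for no effect and reference inhibitor for full effect; nearly all actives have a fitted effect of over 55% in size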
Target sequence (P08659 whole entry, looked up): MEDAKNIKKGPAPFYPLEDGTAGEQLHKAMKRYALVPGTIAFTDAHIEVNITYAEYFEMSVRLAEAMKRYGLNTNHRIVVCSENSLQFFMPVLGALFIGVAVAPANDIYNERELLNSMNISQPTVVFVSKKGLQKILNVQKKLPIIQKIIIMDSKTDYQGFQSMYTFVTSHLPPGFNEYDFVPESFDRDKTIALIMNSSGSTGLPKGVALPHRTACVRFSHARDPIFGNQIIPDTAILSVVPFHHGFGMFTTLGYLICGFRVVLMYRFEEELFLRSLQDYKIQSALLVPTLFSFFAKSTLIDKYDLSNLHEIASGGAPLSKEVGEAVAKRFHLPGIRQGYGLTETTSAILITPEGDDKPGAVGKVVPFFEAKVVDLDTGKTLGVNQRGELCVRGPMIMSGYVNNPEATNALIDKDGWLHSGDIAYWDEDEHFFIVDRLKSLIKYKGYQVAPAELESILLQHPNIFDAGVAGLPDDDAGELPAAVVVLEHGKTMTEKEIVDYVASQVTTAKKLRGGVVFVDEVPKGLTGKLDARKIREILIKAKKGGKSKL
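Biochemical qHTS of compounds, final roughly 60 µM downward over six points, against 10 nM purified firefly luciferase using Km concentrations of substrates (10 uM D-luciferin, 10 uM ATP) in Tris acetate pH 7.5 buffer; luminescence output.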
NPC1 prom act – NPC1 promoter activation. Potency, µM (doses to about 9.22 µM), for inactives: at the top dose activation, most hits filed as activators. actives 2.4% (n = 320,000). AID 485313. Huh7 NPC1 promoter luciferase reporter, 24 h;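 note: potency is the fitted concentration of half-maximal effect; % of control where 0% means no effect; nearly all actives have a fitted effect of over 60% in size; reporter is driven by a mutant NPC1 promoter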
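NPC1 promoter–luciferase Huh7 cells; 24 h compound; luminescence.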
Starred values were filed as active, the others as inactive; ? = inconclusive; / = not tested or not shown; & = joins results of further samples; [ ] = remark or other dose. Unless noted, calls come from the whole dose curve; as a rule, active = well fitted curve in the direction sought with a large enough effect; inconclusive = small, poorly fitted or top-dose-only effect, or another doubt; inactive = no such curve, though single readings can be large; an effect the other way counts as inactive or inconclusive.

nr | smiles | Rab9 promoter act | TRPV1 ag | p53 reactivator | RORg inh | VP16 counter | ELG1 genotoxic | BRCA1 expr up | Tb PFK block | ELG1 repair inh | FLuc counter | NPC1 prom act
1 | CN(CCc1cn[nH]c1)Cc1nc(C(c2ccccc2)c2ccccc2)no1 | -10% | 26 | 0% | 10µM* | ? | 0% | -12% | 6% | 10% | 5% | -2%
2 | O=C(Cn1cc2c(n1)CCCC2)N1CCOCC1 | 1% | -1 | -2% | 14% | -4% | 6% | 1% | 1% | 8% | 0% | -3%
3 | O=[N+]([O-])c1nn(-c2cccc(Cl)c2)n(O)c1=NCc1cccnc1 | 4% | -2 | 10% | 34% | ? | 4% | 90% | 0% | ? | ? | -1%
4 | CC(=O)Nc1ccc(N2CCN(c3ccc(F)cc3)CC2)cc1 | -1%[1.84 µM] | -1 | 5% | 5% | 3% | 2% | -5% | 1% | 7% | -1% | -10%
5 | CC(C)CN(C(=O)C1CC1)c1c(N)n(Cc2ccccc2)c(=O)[nH]c1=O | -1% | 0 | 5% | / | / | -2% | 5% | -1% | 25% | 6% | 1%
6 | O=c1[nH]c(-c2cccnc2)nc2ccccc12 | -7% | -2 | -1% | 0% | -8% | 0% | -2% | -6% | 11% | -2% | 0%
7 | O=C(Nc1n[nH]c(C2CCCCC2)n1)C1CCCCC1 | 15% | 4 | / | 21% | 16% | 21µM* | 105% | -1% | ? | -12% | 11%
8 | COc1cccc(NC(=O)CN(C)C(=O)CN2C(=O)NC(C)(c3ccc4ccccc4c3)C2=O)c1 (centres undefined) | -4% | 0 | -12% | / | / | 23% | -24% | 2% | 15% | -1% | -2%
9 | COc1ccccc1NS(=O)(=O)c1cccc(C(=O)NCC2(N(C)C)CCCCC2)c1 | -4% | -1 | -6% | / | / | -5% | -8% | -1% | 1% | 3% | -1%
10 | CSCCC(NS(=O)(=O)c1ccccc1F)C(=O)NCC(C)(C)N1CCOCC1 (centres undefined) | -2% | -1 | 8% | / | / | -1% | 4% | -1% | 4% | -2% | -1%
11 | COc1ccccc1C(=O)O/N=C(\c1ccccc1)c1ccncc1 | -4% | 5 | -2% | 10% | 14% | 0% | 7% | -6% | -1% | 0% | -1%
12 | O=C(c1ccc(Cl)cc1)N1CCC(O)(CSc2ccc(Cl)cc2)CC1 | 3% | / | 10% | ? | -22% | -7% | -41% | -7% | 3% | -2% | 1%
13 | CC(=O)c1ccc(C(=O)N2CCCC(C(=O)c3cc(F)ccc3F)C2)s1 (centres undefined) | 2% | 3 | 4% | 26% | -2% | -1% | 0% | 0% | 0% | -2% | 0%
14 | O=C(C1CCN(S(=O)(=O)N2CCOCC2)CC1)N1CCN(Cc2ccccc2)CC1 | 7% | -1 | -4% | 20% | 3% | -4% | 1% | -4% | -23% | 1% | 2%
15 | COc1cccc(CN2CCCC(CNC(=O)c3ccc(F)cc3)C2)c1OC (centres undefined) | -9% | -1 | -1% | 1% | 2% | -6% | -12% | 0% | 6% | 3% | -3%
16 | CCOC(=O)c1c(S(=O)(=O)NCC(=O)Nc2cc(C)ccc2OC)c(C)n(C)c1C | -5% | 1 | -8% | 13% | -6% | -2% | -1% | 0% | 1% | 1%&-3% | -3%
17 | CCOC(=O)C1=C(Nc2ccccc2)OCC1=O | 3% | 0 | 2% | 0% | -2% | 0% | 2% | -10% | 0% | -1% | -1%
18 | CN(CCOc1ccc(Cl)c(Cl)c1)Cc1ccccc1 | 4% | 8 | 5% | -22%[1.91 µM] | 7% | -5% | 0% | 3% | -4% | -2% | 0%
19 | CN(Cc1ccc(C(C)(C)C)cc1)C(=O)c1ccc2c(c1)OCO2 | -7% | 23 | -1% | / | / | -4% | -27% | 0% | 14% | 3% | -2%
20 | CN(C)c1ccnc(Nc2ccc(O)cc2)c1C#N | -2% | -1 | -4% | 13% | -10% | 2% | -25% | -5% | -8% | 5% | 5%
21 | COC(=O)c1ccc(COc2ccccc2[N+](=O)[O-])o1 | 14% | ? | 25% | 29% | -17% | 15% | 31% | -3% | ? | ? | 16%
22 | Cc1cc(C(=O)OCC(=O)N2C(C)CCCC2C)c2ccccc2n1 (centres undefined) | / | / | 2% | / | / | -1% | -1% | 0% | ? | / | /
23 | COc1ccc(C2=C(C=Nc3c(C)n(C)n(-c4ccccc4)c3=O)C(c3ccccc3C)c3ccccc3O2)cc1OC (centres undefined) | -11% | -2 | -2% | 13% | -3% | -9% | -23% | 1% | 2.9µM* | -1% | -3%
24 | COC(=O)c1cccc(C(=O)N2CCC(CO)(Cc3ccccc3Cl)CC2)c1 | -9% | 18 | -1% | 38% | 2% | -9% | -15% | -1% | ? | -1% | -1%
25 | CC(C)=C(NC(=O)c1ccccc1)C(=O)NCc1ccccc1 | -4% | 1 | 1% | -16% | -9%[10 µM] | 26% | -36% | -4% | 23% | -12% | 0%

Structural class, the entries above with a Cl atom.
nr | smiles | Rab9 promoter act | TRPV1 ag | p53 reactivator | RORg inh | VP16 counter | ELG1 genotoxic | BRCA1 expr up | Tb PFK block | ELG1 repair inh | FLuc counter | NPC1 prom act
3 | O=[N+]([O-])c1nn(-c2cccc(Cl)c2)n(O)c1=NCc1cccnc1 | 4% | -2 | 10% | 34% | ? | 4% | 90% | 0% | ? | ? | -1%
12 | O=C(c1ccc(Cl)cc1)N1CCC(O)(CSc2ccc(Cl)cc2)CC1 | 3% | / | 10% | ? | -22% | -7% | -41% | -7% | 3% | -2% | 1%
18 | CN(CCOc1ccc(Cl)c(Cl)c1)Cc1ccccc1 | 4% | 8 | 5% | -22%[1.91 µM] | 7% | -5% | 0% | 3% | -4% | -2% | 0%
24 | COC(=O)c1cccc(C(=O)N2CCC(CO)(Cc3ccccc3Cl)CC2)c1 | -9% | 18 | -1% | 38% | 2% | -9% | -15% | -1% | ? | -1% | -1%

Further results follow:
nr | smiles | Rab9 promoter act | TRPV1 ag | p53 reactivator | RORg inh | VP16 counter | ELG1 genotoxic | BRCA1 expr up | Tb PFK block | ELG1 repair inh | FLuc counter | NPC1 prom act
26 | CN(C)CCCN(C(=O)c1cc2cc([N+](=O)[O-])ccc2s1)c1nc2cc3c(cc2s1)OCCO3 | -17% | 3 | ? | / | / | 0% | -87%[inhibitor] | 3% | ? | 1% | -24%
27 | CCC(C)(C)n1nnnc1C(c1ccc(OC)c(OC)c1)N1CCN(c2cccc(OC)c2)CC1 (centres undefined) | -4% | 3 | -27% | -3% | -1% | 1% | -38% | 0% | -7% | 0% | 0%
28 | CCOC(=O)C(Cc1c[nH]c2ccccc12)NC(=O)CNC(C)=O (centres undefined) | 5% | 3 | 3% | -24% | 4% | 1% | 3% | 4% | 4% | -1% | -4%
29 | COc1cc(C(O)CO)ccc1OS(=O)(=O)O (centres undefined) | -6%[46.1 µM] | -4 | 1% | / | / | 0% | -9% | -4% | 20% | 13% | 0%[46.1 µM]
30 | COc1cccc(/C=N/n2c(-c3cc(C)[nH]n3)n[nH]c2=S)c1OC | -5% | 1 | -3% | -5% | 0% | 3% | -30% | -5% | 5% | 1% | -4%
31 | Cc1nnc(SCC(=O)Nc2sc3c(c2C#N)CCCC3)[nH]c1=O | -2% | -1 | 9% | -16%[0.365 µM] | / | 1% | -17% | -11% | 10% | ? | -4%
32 | CCOC(=O)c1cc(NC(=O)C2C3CCC(O3)C2C(=O)O)cc(C(=O)OCC)c1 (centres undefined) | 1% | 5 | 3% | 15% | -2% | 13% | -3% | -6% | ? | -10% | -1%
33 | COc1ccc(C)cc1COC(=O)c1[nH]c(C)c(C(C)=O)c1C | -5% | 17 | 1% | 44% | 10% | -8% | -63% | 2% | -6% | -1% | -1%
34 | COc1ccc(/C=C/C(=O)Oc2cccc(/C=N/NC(=O)COc3c(C)cccc3C)c2)cc1 | 2.8µM* | 1 | 8% | -22% | ? | ? | 6% | -15% | ? | -14% | 1.6µM*
35 | CCc1ccc(C(=O)CSC2=C(C#N)C(c3ccco3)C(C(C)=O)=C(C)N2)cc1 (centres undefined) | 1% | 0 | 7% | 6.3µM* | ? | 0% | 6% | 5% | -29% | -15% | -5%
36 | O=C(COc1ccccc1O)NNc1ccccc1 | -2% | 0 | 0% | 7%[10 µM] | 4% | 10% | -1% | -3% | 14% | 3% | -2%
37 | COc1ccccc1NC(=O)Nc1ccc2c(c1)CCC2 | 2.5µM* | ? | ? | 8% | -10% | 13µM* | 2.8µM* | -5% | ? | 3µM* | 2.5µM*
